Screens as filed in PubChem BioAssay.
TRAIL sens C8: sensitizes caspase-8 expressing cells to TRAIL. NB7+C8 cells + TRAIL, ATPlite viability luminescence. inhibition (viability loss, TRAIL sensitization), % at 10 µM. 360,000 compounds, 1% hits. AID 624354;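 active means compounds causing at least 50% loss of cell viability in the single-dose screen, relative to plate controls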
NR2E3 ag-1: activates human NR2E3 receptor | 360,000 compounds, 0.35% hits | Q9Y5X4 | inhibition of corepressor binding, % at 3.98 µM | AID 602229 | CHO-S Gal4-NCOR/VP16-NR2E3 two-hybrid, luciferase;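 active means inhibition above the mean of all tested compounds plus 3 SD, cut at about 70% in these data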;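 further: 0% = DMSO with NR2E3 transfected cells and 100% = cells lacking NR2E3 construct; higher means lower luciferase signal from less NR2E3 corepressor binding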
Target sequence (Q9Y5X4 whole entry, looked up, the tested form may be a part): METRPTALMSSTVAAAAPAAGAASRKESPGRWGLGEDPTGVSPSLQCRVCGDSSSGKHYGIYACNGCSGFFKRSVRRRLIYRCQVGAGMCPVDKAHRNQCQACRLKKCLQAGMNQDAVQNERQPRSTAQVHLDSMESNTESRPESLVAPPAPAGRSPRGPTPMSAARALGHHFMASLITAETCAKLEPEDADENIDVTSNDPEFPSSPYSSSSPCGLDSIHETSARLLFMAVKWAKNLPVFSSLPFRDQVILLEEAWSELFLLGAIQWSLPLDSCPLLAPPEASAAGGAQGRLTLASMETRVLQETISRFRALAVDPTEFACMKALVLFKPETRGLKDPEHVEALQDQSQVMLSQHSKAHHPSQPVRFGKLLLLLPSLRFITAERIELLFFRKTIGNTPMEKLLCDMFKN
CF NFkB block: blocks PAF-induced NF-kB reporter in cystic fibrosis cells; KKLEB NF-kB-GFP reporter, GFP fluorescence overnight; inhibition, % at 5 µM; 360,000 compounds, 0.86% hits; AID 588850;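 active means at least 50% inhibition at 5 µM, scaled per plate between neutral and stimulator controls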;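 further: PAF is a Pseudomonas aeruginosa culture filtrate used as stimulus; plate controls were PAF-stimulated DMSO wells for no effect and unstimulated DMSO wells for full effect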
Peg3 prom inh: reduces Peg3 promoter-driven luciferase expression in HeLa; HeLa PEG-Prom luciferase reporter, luminescence, overnight; inhibition, % at 20 µM; 360,000 compounds, 1.7% hits;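 active means inhibition of at least 50% at 20 µM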
KKLEB cytotox: CF airway cell cytotoxicity counter-screen. KKLEB CF airway cells viability, ATPlite luminescence, overnight; active compounds read low; cells stimulated with P. aeruginosa culture filtrate. activity change (cytotoxicity), % at 5 µM. 360,000 compounds, 0.36% hits. AID 602141;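 active means corrected activity change at or below -50% at 5 µM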
HIF-2a inh: blocks HIF-2a reporter activity. 786-0 RCC cells HIF-2a reporter, luciferase luminescence, overnight. inhibition, % at 18.8 µM. 360,000 compounds, 0.72% hits. AID 624352;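 active means inhibition of the luminescence signal of 40% or more relative to plate controls, in a single-dose primary screen at 18.75 µM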
TWEAK-Fn14 inh: inhibitors of TWEAK-Fn14 interaction signaling; TWEAK-stimulated Fn14 reporter cells, luciferase luminescence, 8 h; inhibition, % at 10 µM; 360,000 compounds, 2% hits; in the data active means inhibition above about 50%
NR2E3 ag-2: activates human photoreceptor nuclear receptor NR2E3; Q9Y5X4; GST-NR2E3/biotin-RetCOR TR-FRET, 1536-well; inhibition of corepressor binding, % at 4.78 µM; 320,000 compounds, 0.12% hits; AID 2300;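 active means percent inhibition above the cutoff of mean plus 3 SD of all tested compounds, set per screening campaign, cut at about 20% in these data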;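 further: 0% = DMSO wells and 100% = biotin wells as full block of FRET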
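Material: NR2E3–RetCOR corepressor complex / Incubation: Compound–protein incubation for 5 h at 4 °C / Dosing: compound at 4.8 µM, single dose / Detection: time-resolved FRET / Benchmarks: high control biotin, low control 0.6% DMSO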
MITF TRPM1 inh: inhibitors of MITF-driven TRPM1 promoter in melanoma cells; SK-MEL-5 TRPM1 promoter luciferase, 24 h; inhibition, % at 12.5 µM; 330,000 compounds, 0.83% hits;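 active means mean inhibition across replicates of 60% or more, whatever share of single replicates reaches that level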; further: values of inactives mirror those of a sister screen read the other way
Shn3 3UTR inh: reduces Shn3 3'UTR luciferase signal in osteoblasts | 360,000 compounds, 0.52% hits | AID 588674 | Clone20 osteoblast Shn3 3'UTR firefly luciferase, 24 h | inhibition, % at 12.5 µM;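 active means mean inhibition of at least 75% with every replicate also reaching 75%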;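 further: 0% = median of neutral control wells and 100% = pilot-screen positive control compound; some compounds past the cut are filed as inactive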
TROY NFkB inh: inhibitors of TROY-dependent NF-kB signaling | inhibition, % at 10 µM | Q293 LMP1-TROYcd NF-kB luciferase reporter, 4 h | AID 1347056 | 360,000 compounds, 0.98% hits;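 active means compounds whose plate-normalised and pattern-corrected inhibition of the luciferase reporter signal at the single screening dose is 50% or more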
* hit, by the source's call; . = no result given; & = joins results of further samples. Not all compounds are listed; the hit share may differ from the screen's.

Each structure is followed by: TRAIL sens C8, CF NFkB block, KKLEB cytotox, HIF-2a inh, NR2E3 ag-1, TWEAK-Fn14 inh, Peg3 prom inh, Shn3 3UTR inh, TROY NFkB inh, NR2E3 ag-2, MITF TRPM1 inh
1) CCN1C[C@@]2(COC)C3[C@@H](OC)[C@H]4[C@@H]1[C@@]3(C1C[C@@]3(O)[C@H](OC(=O)c5ccccc5)C1[C@]4(OC(C)=O)[C@@H](O)[C@H]3OC)[C@@H](OC)C[C@H]2O (some centres not stated)
    -4.7, -3.9, 8.3, -2.4, -22.7, -12.0, -13.3, -4.8, 2.6, 2.2, .
2) COc1ccc(N=Cc2c(O)n(Cc3cccs3)c(=O)[nH]c2=O)cc1
    0.9, -12.8, 1.0, -9.9, 5.9, 5.6, 7.0, -0.1, -6.8, 3.1, -4.7
3) Cc1ccc(OCC(=O)N2CCN(Cc3ccc([N+](=O)[O-])cc3)CC2)cc1
    1.5, -10.0, -15.7, 1.5, 1.6, 4.0, 7.8, 23.0, 3.7, -1.8, 11.6
4) CCCCOC(=O)C1=C(N)OC2=C(C(=O)CC(C)(C)C2)[C@]12C(=O)N(C)c1ccccc12
    -16.7, -4.8, 1.7, 5.6, -32.5, -10.0, -2.6, -11.7, 4.9, -2.2, 17.0
5) CN(C)C(=O)Oc1cc(=O)n2c3c(cccc13)CCC2
    3.5, -7.5, 4.1, -2.5, 29.0, 30.3, 15.1, 22.9, 15.8, 0.9, -2.0
6) N#CC12CC(=O)N1Cc1cnnn1-c1ccccc12 (configuration not stated)
    9.3, 6.6, -3.7, 1.7, -7.9, -5.5, -0.7, -13.6, 5.5, ., .
7) O=C(CCN1CCOCC1)Nc1ccc(Br)cc1C(=O)c1ccccc1
    3.3, 2.8, 1.5, 15.7, -3.3, -1.4, 25.7, -29.5, -1.4, 1.8, .
8) N#CC(C#N)=Cc1ccc(N2CCCC2)cc1
    8.3, -40.1, 1.5, -48.2, -9.5, 7.1, -28.1, -2.3, 4.1, -1.2, 2.7
9) Cn1c(O)c(/C=C/C=Nc2ccccc2)c(=O)n(C)c1=O
    2.6, 0.7, -1.3, 19.9, -4.3, 6.0, 5.8, -10.1, 8.3, -2.2, -9.9
10) C=C(C)[C@@H]1C2C(=O)O[C@H]1[C@H]1OC(=O)[C@@]34OC3C[C@]2(O)[C@@]14C (some centres not stated)
    -4.3, 4.5, 27.7, 2.7, -8.9, -3.3, -2.6, -1.6, 1.3, 0.3, -11.8

Later entries
Each structure is followed by: TRAIL sens C8, CF NFkB block, KKLEB cytotox, HIF-2a inh, NR2E3 ag-1, TWEAK-Fn14 inh, Peg3 prom inh, Shn3 3UTR inh, TROY NFkB inh, NR2E3 ag-2, MITF TRPM1 inh
11) O=C(COC(=O)Cc1ccccc1)Nc1ccc(Cl)cn1
    -2.1, -6.5, 8.2, 12.9, 7.8, 4.8, 5.6, -15.5, -8.9, -0.2, 8.8
12) CCCCn1c(O)c(C(CC)=Nc2cccc(C(=O)O)c2)c(=O)[nH]c1=O
    21.5, -4.4, -3.3, 2.8, -21.8, 2.8, -16.1, 8.0, ., 1.7, 5.3
13) Cc1nc(SCc2c(Cl)cccc2Cl)nc(OC(=O)N(C)C)c1C
    4.7, -5.9, -1.4, 23.9, 20.6, 5.4, 22.8, -34.0, 4.4, -0.8, -3.2
14) CCCN1CCC(NC2CCC(O)CC2)CC1 (configuration not stated)
    4.0, -5.4, -5.2, -0.5, -41.4, -2.5, -8.0, 1.1, 6.7, 0.9, 2.0
15) Cc1ccc(S(=O)(=O)N2CC2(C)CCl)cc1 (configuration not stated)
    0.9, 12.9, 1.6, 17.0, 19.8, -13.2, 42.2, -16.9, 16.4, 1.8, 5.2
16) CN(C)C(=O)Oc1ccc(OC(=O)c2ccccc2)cc1
    -7.8, -32.0, 5.1, -154.1, -3.8, -15.5, -37.8, -36.6, -12.4, 3.4, -9.7
17) CC(=O)NCCc1c[nH]c2ccccc12
    -7.4, -12.6, 6.1, 3.3, -25.6, -15.9, -11.3, -12.9, -14.1, 0.4, 13.6
18) C[N+]1(C)C2CCC1CC(OC(=O)c1ccco1)C2 (configuration not stated)
    -6.8, 4.4, 11.0, 11.4, -18.1, -8.7, -2.5, ., -10.7, 1.5, -7.7
19) C[C@]12CC[C@@H](O)CC1=CCC1C2CC[C@@]2(C)C1C[C@@H](F)[C@@H]2O (some centres not stated)
    -8.7, -21.3, -11.1, -17.3, -8.8, -13.6, -18.1, -13.4, -0.9, ., -0.6
20) Cc1ccc(-n2nc(C)cc2NC(=O)COc2cc(C)cc3oc(=O)c4c(c23)CCC4)cc1
    13.4, -26.1, -17.2, -28.8, 8.8, 15.3, 17.1, 16.1, 27.3, -2.2, 11.2

(further entries)
Each structure is followed by: TRAIL sens C8, CF NFkB block, KKLEB cytotox, HIF-2a inh, NR2E3 ag-1, TWEAK-Fn14 inh, Peg3 prom inh, Shn3 3UTR inh, TROY NFkB inh, NR2E3 ag-2, MITF TRPM1 inh
21) Cn1c(O)c(C=NC2C(=O)C3(C)CCC2C3(C)C)c(=O)n(C)c1=O (configuration not stated)
    -2.2, 5.5, -21.0, 20.4, -2.5, -0.7, 4.8, -6.4, -4.7, 1.1, 0.6
22) COc1ccc(CNC(=O)C(NC(C)=O)C(C)C)cc1OC (configuration not stated)
    -8.0, 13.2, 0.6, 22.0, 13.4, 1.6, -6.7, 31.9, -9.2, 5.3, 1.3
23) O=C(OCc1ccccc1)N1CCC2CC1c1cc(N3Cc4ccccc4-n4nncc4C3)ccc12 (configuration not stated)
    11.2, -7.6, 7.6, -249.4, -114.1, 39.8, -276.1, -171.3, 44.2, ., .
24) C[N+]1(C)CCN(c2ccccc2)CC1
    -2.0, -1.3, -14.6, 11.3, -5.8, 6.0, 4.4, -9.9, -4.0, 0.8, -0.9
25) c1cc2c(cc1CCNC1CCCCCC1)OCO2
    1.4, 4.4, 5.8, 7.2, -1.4, -16.3, 18.9, 19.7, -13.0, 1.2, -1.5
26) CC1(C)CC(=O)C(C2(O)C(=O)NC(=O)NC2=O)=C(O)C1
    -21.8, -0.7, -3.7, 2.9, -1.6, 3.6, -6.1, 6.9, 12.4, -1.0, -1.5
27) CN1C(=O)N(C)C(=O)C2(Cc3c(nc4ccccn4c3=O)N3CCc4ccccc4C32)C1=O (configuration not stated)
    9.4, 8.4, 3.1, 8.6, -29.0, 13.0, 25.1, 19.4, 2.8, 0.8, 19.5
28) CCOC(=O)C1(c2ccccc2)CCN(CC(=O)c2ccc(NC(C)=O)cc2)CC1
    -13.7, -8.6, 1.0, 3.3, -3.1, 16.1, 0.1, -16.8, -7.0, ., -0.4
29) C=CCc1cc(OC)c2c(c1)OCO2
    2.6, 21.9, -6.2, 8.4, -15.1, 21.2, 19.5, 6.5, -11.2, 0.3, 11.3
30) CCC(c1nnnn1Cc1ccccc1)N1CCC2(CC1)C(=O)NCN2c1ccccc1 (configuration not stated)
    -21.1, -14.7, 3.8, 2.2, 0.7, 6.5, 17.8, 7.9, -3.9, ., .

Single records (already shown). Order of values: TRAIL sens C8 | CF NFkB block | KKLEB cytotox | HIF-2a inh | NR2E3 ag-1 | TWEAK-Fn14 inh | Peg3 prom inh | Shn3 3UTR inh | TROY NFkB inh | NR2E3 ag-2 | MITF TRPM1 inh
CCOC(=O)C1(c2ccccc2)CCN(CC(=O)c2ccc(NC(C)=O)cc2)CC1 is listed as -13.7 | -8.6 | 1.0 | 3.3 | -3.1 | 16.1 | 0.1 | -16.8 | -7.0 | . | -0.4
COc1ccc(CNC(=O)C(NC(C)=O)C(C)C)cc1OC (configuration not stated) is listed as -8.0 | 13.2 | 0.6 | 22.0 | 13.4 | 1.6 | -6.7 | 31.9 | -9.2 | 5.3 | 1.3

Further entries
Each structure is followed by: TRAIL sens C8, CF NFkB block, KKLEB cytotox, HIF-2a inh, NR2E3 ag-1, TWEAK-Fn14 inh, Peg3 prom inh, Shn3 3UTR inh, TROY NFkB inh, NR2E3 ag-2, MITF TRPM1 inh
31) CC(C)CN1CCN(Cc2ccc(C(F)(F)F)cc2)CC1CCO (configuration not stated)
    11.4, 1.7, -4.9, 20.9, 8.2, 5.0, 1.1, -1.9, 7.8, 1.8, 0.7
32) Cc1ccc2c(c1)C1CN(C)CCC1N2C(=O)/C=C/c1ccc2c(c1)OCO2 (configuration not stated)
    -8.0, -13.9, 10.8, -4.7, -5.1, -4.5, -19.9, -16.3, -0.6, 4.9, -3.5
33) COc1ccc(N=C2SCCCN2C)cc1
    -6.4, 13.9, -0.7, 4.5, -14.6, -2.9, 7.6, -10.2, -0.2, -0.7, 1.9
34) CC(=O)Nc1ccc(CC(=O)N2CCN(Cc3ccccc3)CC2)cc1
    -14.8, -4.9, 4.0, 14.1, -23.8, 32.8, -1.8, 10.5, -1.7, -1.2, -5.5
35) CN1C(=O)C(=Cc2ccc(OCC(=O)Nc3ccccc3)cc2)C(=O)N(C)C1=O
    -16.8, 2.8, -4.5, -127.7, -21.4, -17.7, -138.0, -6.0, -35.8, 2.4, -68.2
36) COc1cccc(CN2CCNCC2)c1
    -13.1, -22.7, 16.0, 6.6, -8.0, 2.3, 12.0, 3.3, 3.0, 2.4, 0.3
37) CCc1cc(=O)[nH]c(SCCCF)n1
    -4.5, -2.2, 12.2, 11.0, -0.3, -5.0, 18.8, -3.1, 7.4, 5.5, 6.5
38) CN(C)CC1CSCCC1(O)c1ccccc1 (configuration not stated)
    14.2, -1.1, -4.4, 4.0, -26.1, -3.4, 31.9, 10.1, 16.0, -0.8, 2.2
39) C=CCn1c(O)c(C(CC)=NCC2CCCO2)c(=O)[nH]c1=O (configuration not stated)
    -18.6, -2.9, 1.1, 13.8, -19.4, -16.2, 8.9, 3.7, -26.9, 0.5, 0.2
40) CC(=NCc1ccco1)c1c(O)n(-c2ccc(C)cc2)c(=O)[nH]c1=O
    -17.6, -4.6, 4.2, 13.1, -5.8, -16.5, 4.1, 7.3, 4.0, 0.7, -11.1

(cont.)
Each structure is followed by: TRAIL sens C8, CF NFkB block, KKLEB cytotox, HIF-2a inh, NR2E3 ag-1, TWEAK-Fn14 inh, Peg3 prom inh, Shn3 3UTR inh, TROY NFkB inh, NR2E3 ag-2, MITF TRPM1 inh
41) CSc1nnc(C2CCNCC2)n1C
    12.0, -0.8, 10.9, 4.8, -3.6, 5.9, 6.1, 3.8, -0.5, -2.0, -6.7
42) O=S(=O)(NC1CCCCC1)OCC(Cl)(Cl)Cl
    -7.6, -5.1, -8.0, 16.2, -23.0, 11.6, 14.6, -0.5, 9.0, 1.3, 8.9
43) CCOC(=O)c1cc2c(cn1)[C@@H](CCO)NC2
    8.6, -26.5, 12.7, -0.5, -12.0, 4.7, 3.6, -11.9, -5.8, ., -6.0
44) COC(=O)C1C2c3ccccc3OC1(C)N=c1s/c(=C/c3cnn(C)c3)c(=O)n12 (configuration not stated)
    0.1, 9.0, 3.0, 5.2, -15.6, 8.5, 16.3, 10.7, -15.2, -0.2, 5.0
45) C[C@]12CC[C@H]3[C@@H](CCC4=CC(=O)CC[C@@]43C)[C@@H]1CC[C@@H]2O
    5.3&-5.5, 11.9&0.4, -4.3&5.8, 8.6&15.6, 28.0&9.6, -27.2&-14.4, 46.0&41.8, 3.6&18.1, 9.5&-9.4, ., 24.4&20.3
